S2 tox: Viability Counterscreen for Primary qHTS for Inhibitors of ATXN expression; S2 cells (HEK-293 line with an ATXN2-luciferase reporter) viability, CellTiter-Fluor protease fluorescence, 24 h; Potency, µM (top dose mostly 56.7 µM), hits mostly cytotoxic; actives 0.49% (n = 400,000); note: potency is the fitted concentration of half-maximal effect; nearly all actives have a fitted effect of over 40% in size
ATXN2 expr inh: Primary qHTS for Inhibitors of ATXN expression. HEK-293 ATXN2-luciferase reporter, luminescence, 24 h. Potency, µM (titrated, usually from 57 µM), for the others: at the highest dose activity change, negative = inhibition, usual class: inhibitors. actives 0.72% (n = 360,000). AID 1745845, 2022; note: potency is the fitted concentration of half-maximal effect; % is set by controls: 0 for no effect and ±100 for the full control effect; nearly all actives have a fitted effect of over 55% in size
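qHTS (up to 57 uM final) was run with 24 h compound exposure of reporter cells at 37 °C. Each well was multiplexed: SteadyGlo luminescence measured ATXN2-luciferase expression after a fluorogenic Gly-Phe-AFC viability readout (25 uM final).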
TGFb SMAD3 inh: qHTS for Inhibitors of TGF-b; HepG2 CAGA-GFP TGF-b/SMAD3 reporter, GFP fluorescence, 18 h; TGF-beta stimulated, 500 pg/mL final; Potency, µM (titrated, usually from 46.1 µM), inactives show at the highest dose activity, negative = inhibition, hits mostly inhibitors; actives 1.2% (n = 410,000); note: potency is the fitted concentration of half-maximal effect; % is set by controls: 0 for no effect and ±100 for the full control effect; nearly all actives have a fitted effect of over 65% in size
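Cell-based qHTS in HEPG2 carrying a CAGA-GFP Smad reporter; compounds added before 500 pg/mL final TGF-beta, 18 h incubation at 37 degrees C, GFP fluorescence quantified per cell by imaging cytometry.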
Nrf2 activator: qHTS of Nrf2 Activators; AREc32 ARE-luciferase reporter (MCF7-derived line), luminescence, 24 h; Potency, µM (titrated, usually from 46.1 µM), for the others: top-dose activation, usual class: activators; actives 0.31% (n = 410,000); note: potency is the fitted concentration of half-maximal effect; % of control where 0% means no effect; nearly all actives have a fitted effect of over 65% in size
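ARE activation measured as luciferase luminescence (Steady-Glo, 30 min RT) in AREc32_Fluc cells after 24 hr compound exposure at 37 deg C, 5% CO2; cells seeded overnight at 1000/well in OPTI-MEM, 5% FBS.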
HepG2 viability: qHTS for Inhibitors of TGF-b: Cytotox Counterscreen; HepG2 CAGA-GFP viability, ATP luminescence, 18 h; Potency, µM (highest dose often 46.1 µM), for inactives: top-dose activity change, negative = cytotoxicity, usual class: cytotoxic; actives 0.76% (n = 410,000); AID 588856, 2011; note: potency is the fitted concentration of half-maximal effect; some results filed as inactive show a strong effect at the top dose
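CellTiter-Glo luminescence gave cytotoxicity after 18 hours at 37 degrees C. The cells were HepG2 CAGA-GFP in 1% FBS DMEM, stimulated with 500 pg/mL TGF-beta after compound addition. %Activity was normalised to no-cell wells (complete cell-killing) and DMSO (no toxicity), and curves were fitted and classified.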
Nrf2 inh: Nrf2 qHTS screen for inhibitors | A549 ARE-Fluc reporter, luciferase luminescence, 18-24 h | Potency, µM (series often up to 46 µM), inactives show top-dose activity change, negative = inhibition, actives largely listed as inhibitors | actives 2.1% (n = 360,000) | AID 504444, 2011; note: potency is the fitted concentration of half-maximal effect; % is set by controls: 0 for no effect and ±100 for the full control effect; nearly all actives have a fitted effect of over 60% in size
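Concentration-response testing used A549 ARE_Fluc cells at 5000 cells/well. Following an 18-24 h compound incubation, viability was read by fluorescence (Ex 405/Em 525) and luciferase output by luminescence.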
EPAC2 ag: qHTS for Agonist of cAMP-regulated guanine nucleotide exchange factor 4 (EPAC2): primary screen; Rap guanine nucleotide exchange factor 4 (Homo sapiens), Q8WZA2; AID 720711, 2013; EPAC2 activation, biochemical qHTS; response scale: 100% = 6.5 mM cAMP response; actives 0.079% (n = 360,000); Potency, µM (doses to about 154 µM), for the others: at the top dose activation, most hits filed as activators; note: potency is the fitted concentration of half-maximal effect; nearly all actives have a fitted effect of over 50% in size
Target sequence (Q8WZA2 whole entry, looked up): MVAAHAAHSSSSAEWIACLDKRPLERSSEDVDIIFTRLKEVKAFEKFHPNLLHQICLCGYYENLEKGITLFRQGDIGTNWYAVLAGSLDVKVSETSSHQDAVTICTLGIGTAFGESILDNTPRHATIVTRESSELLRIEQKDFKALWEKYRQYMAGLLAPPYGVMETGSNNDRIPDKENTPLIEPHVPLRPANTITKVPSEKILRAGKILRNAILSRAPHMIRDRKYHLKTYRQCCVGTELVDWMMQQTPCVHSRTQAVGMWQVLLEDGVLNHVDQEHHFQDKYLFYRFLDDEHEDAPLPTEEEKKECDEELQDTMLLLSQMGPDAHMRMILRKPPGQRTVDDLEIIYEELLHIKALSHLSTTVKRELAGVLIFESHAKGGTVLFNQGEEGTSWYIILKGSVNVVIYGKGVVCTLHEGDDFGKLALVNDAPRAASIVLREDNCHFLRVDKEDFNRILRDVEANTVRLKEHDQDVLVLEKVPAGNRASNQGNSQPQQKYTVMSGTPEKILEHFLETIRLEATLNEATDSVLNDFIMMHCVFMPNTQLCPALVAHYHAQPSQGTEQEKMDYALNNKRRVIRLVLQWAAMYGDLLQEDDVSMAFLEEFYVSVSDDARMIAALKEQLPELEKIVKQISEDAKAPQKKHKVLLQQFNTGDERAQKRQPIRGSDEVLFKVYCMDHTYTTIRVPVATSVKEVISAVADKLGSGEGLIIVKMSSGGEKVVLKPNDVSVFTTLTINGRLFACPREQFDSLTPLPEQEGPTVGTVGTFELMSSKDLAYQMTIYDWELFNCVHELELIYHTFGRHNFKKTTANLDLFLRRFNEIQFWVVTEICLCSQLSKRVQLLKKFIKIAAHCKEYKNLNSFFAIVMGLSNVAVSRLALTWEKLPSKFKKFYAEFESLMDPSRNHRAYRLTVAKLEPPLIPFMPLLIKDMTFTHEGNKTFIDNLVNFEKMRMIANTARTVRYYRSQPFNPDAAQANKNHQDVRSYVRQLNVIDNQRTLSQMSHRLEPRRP
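Fluorescence exchange assay: 100 nM EPAC2 with 250 nM RAP1B-BODIPY-GDP and 50 uM GDP; compounds tested as a concentration-titration series (qHTS). Loss of Rap1-bound BODIPY-GDP fluorescence read at 480/540 nm; data normalized to 6.5 mM cAMP.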
A549 viability: Nrf2 qHTS screen for inhibitors: counterscreen for cytotoxicity; A549 ARE-Fluc cells, CellTiter-Fluor viability, 18-24 h; Potency, µM (series often up to 46 µM), for inactives: at the top dose activity change, negative = cytotoxicity, hits mostly inhibitors; actives 0.16% (n = 390,000); note: potency is the fitted concentration of half-maximal effect; % is set by controls: 0 for no effect and ±100 for the full control effect
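A549 ARE_Fluc cells in 5% FBS OPTI-MEM were exposed to compounds in concentration-response for 18-24 h at 37 deg C. Viability was read by CellTiter-Fluor fluorescence (Ex 405/Em 525) after 30 min, before the luciferase read.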
IL-2 act: qHTS of IL-2 Activators; IL-2 activation reporter assay, cell-based qHTS; stimulated with anti-CD3/CD4/CD28 beads; in transgenic mouse T cells; AID 652025, 2013; actives 0.065% (n = 360,000); activation, % (series mostly up to about 46 µM); in the data active = activation above about 50%; inconclusive = mostly about 30% to 49%; note: 0% is about no effect
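Readout: EGFP and DsRed signals by fluorescent plate cytometry. Unstimulated transgenic mouse T cells received compound 60 min before antibody-bead stimulation, then incubated 18 h at 37 degrees C.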
Active calls of the source: *; i = inactive; ? = inconclusive; · = not tested or not shown; & = joins results of further samples; [ ] = another dose, or the depositor's remark. Unless noted, calls come from the whole dose curve; as a rule, active = well fitted curve in the direction sought with a large enough effect; inconclusive = small, poorly fitted or top-dose-only effect, or another doubt; inactive = no such curve, though single readings can be large; an effect the other way counts as inactive or inconclusive.

SMILES	S2 tox	ATXN2 expr inh	TGFb SMAD3 inh	Nrf2 activator	HepG2 viability	Nrf2 inh	EPAC2 ag	A549 viability	IL-2 act
CC1(C2CC2)NC(=O)N(CC(=O)NCC(=O)Nc2ccc(F)c(F)c2F)C1=O (centres undefined)	i	-14%	3%	2.3%	-3%	3%	2%	4%	-0.2
Cc1cccc(/N=C/C2=C(O)CC(C)(C)CC2=O)n1	i	-14%	10%	0.0%	-17%	4%	5%	-1%	0.0
COc1cc(-c2c(C#N)c(N)nc3c2CCCC3)cc(OC)c1OC	i	-12%	-10%	3.5%	-12%	1%	9%	8%	-1.7
CCOc1ccc(-c2nnn(CC(=O)Nc3cc(OC)ccc3OC)n2)cc1OCC	i	-23%	-6%	1.7%	-16%	7%	0%	-10%	-2.5
CCC(=O)n1nc(-c2ccc(OC)cc2)nc1N	i	1%	?	-0.7%	-2%	11%	1%	-1%	0.3
O=C(Nc1sc2c(c1C(=O)NCC1CCCO1)CCCC2)c1cc(=O)c2ccccc2o1 (centres undefined)	i	15%	11%	0.4%	-1%	14%	·	-11%	·
COc1ccc([N+](=O)[O-])cc1N(CC(O)CN1C(=O)NC(C)(C)C1=O)S(=O)(=O)c1ccccc1 (centres undefined)	i	0%	8%	0.5%	-7%	-15%	-3%	0%	1.1
COC(=O)C(NC(=O)c1ccc(F)cc1)(Nc1nc(C)cs1)C(F)(F)F (centres undefined)	i	2%	11%	-0.2%	8%	-15%	-10%	-7%	0.0
CCOc1ccc(-c2cc(C(=O)NC(C)c3ccccc3)c3ccccc3n2)cc1 (centres undefined)	i	11%	-6%	0.9%	6%	·	·	-4%	·
O=C(/C=C/c1ccco1)N(Cc1ccc(F)cc1)C1CCS(=O)(=O)C1 (centres undefined)	i	-5%	-2%	3.4%	20%	11%	14%	3%	0.1
O=C(O)CCC(NC(=O)c1cncc(O)c1)C(=O)O (centres undefined)	i	9%	0%	-0.2%	13%	9%	9%	0%	0.8
Cc1nnnn1/C(=C\c1ccccc1)C(=O)OCC(=O)N(C)C1CCS(=O)(=O)C1 (centres undefined)	i	-6%[11.3 µM]	33%[activator]	5.7%	1%	-13%	14%	-2%	-0.3
COCCn1nnnc1C(c1cc2ccc(OC)cc2[nH]c1=O)N1CCc2ccccc2C1 (centres undefined)	?	4%	4%	4.3%	5%	-19%	11%	-2%	0.0
C[C@H](NC(=O)c1nc[nH]c1C(=O)NCc1ccccc1)C(=O)OC(C)(C)C	i	4%	-8%	3.1%	-14%	-19%	2%	5%	0.8
O=C(COc1cc(Cl)ccc1Cl)Nc1nnc(C2CC2)s1	i	7%	5%	-0.7%	-1%	18%	-1%	-1%	0.6
CCOC(=O)N1CCC(NCCNC(=O)c2ccc(F)cc2)CC1	i	2%	3%	2.1%	3%	-10%	-3%	-1%	-0.6
CCN(CC)C(=O)Cn1cnc2sc(C(=O)N3CCN(c4ccc(OC)cc4)CC3)c(C)c2c1=O	i	1%	7%	0.0%	0%	?	-1%	8%	-1.0
O=C(NCCC(=O)N1CCCCC1)c1ccc(Br)cc1	i	40%[activator]	0%	0.3%	3%	10%	4%	0%	-1.9
CC1(C)Cc2nc3[nH]c(=S)[nH]c(=O)c3cc2CO1	i	9%	0%	-0.1%	6%	3%	1%	1%	0.9
Cc1ccc(OCCn2cc(C#N)c3ccccc32)cc1	i	3%	-17%	-0.2%	11%	-1%	9%	7%	-0.2
COc1ccc(-c2nsc(NC(=O)c3oc4ccccc4c3C)n2)cc1	·	·	-5%	0.1%	4%	-20%	·	3%	·
Cc1ccc(-n2c(C)cc(C(=O)C(=O)Nc3ccccc3)c2C)c(C)c1	i	120%[activator]	?	0.4%	-34%	-18%	·	10%	·
COc1ccc(F)cc1S(=O)(=O)Nc1cccc(C(=O)O)c1	i	3%	1%	-0.4%	0%	16%	-1%	-7%	-0.1
C=CCn1c(Sc2ccccc2)nc2c1c(=O)[nH]c(=O)n2C	i	2%	13%	-0.7%	6%	-6%	-15%	-1%	10
CC(C)NC(=O)CN(C(=O)CCC(=O)Nc1nccs1)c1ccc(C(C)C)cc1	i	2%	3%	0.1%	10%	1%	-3%	-3%	-0.2
COc1cc(CNC(=O)c2cc3ccccc3oc2=O)cc(OC)c1OC	i	8%	0%	0.1%	-28%	-4%	0%	-2%	-1.0
O=C(O)c1ccccc1-c1ccccc1C(=O)NNc1ccc([N+](=O)[O-])cc1	i	32%	7%	-0.3%	-34%	-11%	6%	1%	1.1
CC1=C(C(N)=O)C(c2ccccn2)n2nc(SCc3ccccc3Cl)nc2N1 (centres undefined)	?	1%	-17%	-1.0%	5%	-2%	-5%	-3%	1.0
CN1C[C@H]2CON(C)[C@H]2C[C@H]1c1cccc(-c2ccc(C#N)cc2)c1	i	-5%	11%	1.1%	-3%	0%	10%	15%	1.1
Cc1cc(=O)n2c(n1)NC(Nc1cccc(C)c1C)=NC2c1ccc(F)cc1 (centres undefined)	i	11%	-16%	0.3%	21%	-3%	6%	1%	-0.1
Cc1ccccc1NC(=O)c1ccc(F)c(S(=O)(=O)N(C)Cc2ccccc2)c1	·	·	-20%	0.2%	-25%	·	·	-16%	·
Cc1ccc2nc(SCc3cccc([N+](=O)[O-])c3)nc(C)c2c1	i	-1%	9%	-0.8%	2%	14%	7%	1%	-0.2
Cc1cc(C)c2cc(C#N)c(NCCOC(=O)c3ccccc3C)nc2c1	i	-2%	-6%	-0.4%	0%	?	12%	-1%	-2.9
CCCc1cc(=O)n2c(nc3ccccc32)[nH]1	i	29%	-12%	5.5%	-35%	·	2%	0%	-2.9
Cc1cc(OCC(=O)N2CCC(C(N)=O)CC2)c2c(C)c(C)c(=O)oc2c1	i	-11%	-9%	0.0%	2%	0%	-1%	5%	-0.4
CNC(=O)c1cc(C(=O)c2ccc(Cl)cc2)c[nH]1	i	40%[activator]	9%	0.2%	-4%	?	5%	-5%	1.4
COc1ccc2ccccc2c1/C=N/NC(=S)Nc1cc(S(=O)(=O)N2CCOCC2)ccc1N1CCOCC1	i	4%	15%	4.2%	0%	-1%	4%	0%	-0.9
COC(=O)c1ccccc1NC(=O)n1cc(C)cn1	i	-5%	?	-0.5%	-20%	5%	0%	-1%	-2.3
O=C(NCc1cccnc1)C(=O)NCC1OCCCN1S(=O)(=O)c1ccccc1 (centres undefined)	?	-20%	8%	0.1%	7%	2%	2%	-1%	-0.3
COCCn1c(SCC(=O)NC2CCCC2)nc2ccccc2c1=O	i	-14%	?	-0.4%	-5%	-7%	1%	-2%	-5.4
COc1cc(C2c3c(oc4ccccc4c3=O)C(=O)N2c2nccs2)ccc1O (centres undefined)	i	-25%	-28%	7.3%	-22%	-6%	-1%	4%	-0.8
CCOc1ccc(Cl)cc1/C=N/NC(=O)c1ccccc1	i	-9%	9%	9.9%	-20%	-29%	10%	0%	-1.8
Oc1ccc(-c2nc3ccc(Cl)cn3c2Nc2ccc(Cl)cc2)cc1	·	·	?	-1.5%	-104%	?	·	0%	·
O=S(=O)(NCc1ccc2c(c1)OCO2)c1ccc(F)c(F)c1	i	0%	-6%	-0.9%[9.22 µM]	-3%	-16%	-4%	8%	-1.1
N#CCOC(=O)[C@H](Cc1ccccc1)N1C(=O)c2ccccc2C1=O	?	·	-22%	0.0%	-5%	0%	6%	0%	7.8

A portion taken from the entries so far, as a working copy:
SMILES	S2 tox	ATXN2 expr inh	TGFb SMAD3 inh	Nrf2 activator	HepG2 viability	Nrf2 inh	EPAC2 ag	A549 viability	IL-2 act
COc1ccc2ccccc2c1/C=N/NC(=S)Nc1cc(S(=O)(=O)N2CCOCC2)ccc1N1CCOCC1	i	4%	15%	4.2%	0%	-1%	4%	0%	-0.9
COC(=O)c1ccccc1NC(=O)n1cc(C)cn1	i	-5%	?	-0.5%	-20%	5%	0%	-1%	-2.3
O=C(NCc1cccnc1)C(=O)NCC1OCCCN1S(=O)(=O)c1ccccc1 (centres undefined)	?	-20%	8%	0.1%	7%	2%	2%	-1%	-0.3
COCCn1c(SCC(=O)NC2CCCC2)nc2ccccc2c1=O	i	-14%	?	-0.4%	-5%	-7%	1%	-2%	-5.4

The listing continues.
SMILES	S2 tox	ATXN2 expr inh	TGFb SMAD3 inh	Nrf2 activator	HepG2 viability	Nrf2 inh	EPAC2 ag	A549 viability	IL-2 act
CCC(C)[C@H]1COCCS(=O)(=O)N1Cc1ccc(C)cc1 (some centres undefined)	i	6%	5%&-29%	-0.9%	-11%&-37%	-4%	2%	3%	0.0
O=C(Nc1ccc(-c2nc3cc(NC(=O)c4cccs4)ccc3o2)cc1)c1cccs1	16µM*	10µM*	3%	-0.6%	2%	·	1%	0%	-2.3
CC1=CC(C)(C)[N+](C)=CN1c1ccccc1	i	-17%	21%	-0.1%	15%	5%	1%	-1%	-4.2
O=C(O)CN=CC1=C(O)CC(c2ccccc2)CC1=O (centres undefined)	i	·	7%	0.5%	-4%	5%	-2%	6%	-1.7
C#CCOc1ccc(C2C3=C(CC(C)(C)CC3=O)N(CC(=O)O)C3=C2C(=O)CC(C)(C)C3)cc1OC	?	·	-7%	-1.0%	4%	0%	0%	-19%	0.1
CC(=O)C1(C)OC(N)=C(C#N)C(c2ccccc2)C1(C#N)C#N (centres undefined)	i	3%	1%	0.7%	3%	·	9%	-6%	2.2
Cc1ccc2nc(-c3ccc(O)c(O)c3)cn2c1	i	?	-10%	10.0%	-16%	?	1%	0%	-0.1
O=C(CSc1nnc(NC(=O)C2CC2)s1)Nc1ccc(F)cc1F	?	1%	6%	-0.3%	-4%	?	3%	-4%	-0.8

Assay outcomes deposited in PubChem by National Center for Advancing Translational Sciences (NCATS).
